# Screens from PubChem.
# PrPC TRFRET: cell surface PrPC inhibition, primary TR-FRET screen. AID 720596. TR-FRET read-out. inhibition, % at 13.8 µM. P04156. 370,000 tested, 0.43% active; in the data active = inhibition above about 24%; also: 0% = median of the test wells and 100% = reference compound wells
# CCHFV vOTU inh: blocks the CCHF virus ovarian tumor domain protease; 370,000 tested, 0.55% active; AID 651958; CCHFV vOTU protease, Pep-AMC fluorescence; inhibition, % at 11.5 µM; in the data active = inhibition above about 30%; also: 0% = vehicle wells with enzyme and 100% = no enzyme wells
# Rv3671c inh: inhibitors of M. tuberculosis serine protease Rv3671c; P9WHR9; inhibition, % at 5.96 µM; AID 2606; 320,000 tested, 0.048% active; in the data active = inhibition above about 38%;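 also: extracellular domain of Rv3671c used as enzyme; 0% = enzyme with DMSO and 100% = no enzyme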
# Target sequence (P9WHR9 whole entry, looked up, the tested form may be a part): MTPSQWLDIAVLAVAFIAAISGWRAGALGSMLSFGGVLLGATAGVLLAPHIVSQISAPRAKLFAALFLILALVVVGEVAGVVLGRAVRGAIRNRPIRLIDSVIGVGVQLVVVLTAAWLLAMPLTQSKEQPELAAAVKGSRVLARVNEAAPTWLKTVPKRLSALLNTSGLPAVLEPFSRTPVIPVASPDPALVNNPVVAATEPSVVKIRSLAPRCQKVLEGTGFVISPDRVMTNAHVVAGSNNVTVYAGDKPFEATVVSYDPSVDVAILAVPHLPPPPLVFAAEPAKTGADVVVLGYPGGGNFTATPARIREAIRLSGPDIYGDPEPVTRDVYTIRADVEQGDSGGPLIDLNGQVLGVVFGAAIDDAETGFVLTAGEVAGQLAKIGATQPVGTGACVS
# Vc quorum ag: induces V. cholerae light production without autoinducers | activation, % at 18.7 µM | 350,000 tested, 0.16% active | V. cholerae BH1578 lux reporter, luminescence, 6 h; in the data active = activation mostly above about 9.7%, no sharp cut-off; also: not every result past the cut was called active; inactives centre near 0; reference of the scale not given here
# DUSP3 inh: DUSP3 (human) phosphatase inhibition | 290,000 tested, 0.52% active | inhibition, % at 13.3 µM | recombinant VHR phosphatase, pNPP absorbance | P51452; in the data active = inhibition above about 50%; also: some compounds called inactive have numbers as strong as hits
# Target sequence (P51452 whole entry, looked up): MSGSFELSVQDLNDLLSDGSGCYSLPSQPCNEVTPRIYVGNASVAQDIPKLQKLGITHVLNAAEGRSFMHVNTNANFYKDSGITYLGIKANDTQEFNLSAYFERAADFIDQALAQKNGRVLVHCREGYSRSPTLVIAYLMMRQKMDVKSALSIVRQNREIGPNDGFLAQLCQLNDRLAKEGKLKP
# MazEF act: activators of E. coli MazEF toxin-antitoxin RNase; P0AE70; FAM/BHQ RNA-DNA oligo cleavage fluorescence, 5 h; activation, % at 20 µM; 350,000 tested, 0.32% active; AID 504720; in the data active = activation above about 50%
# Target sequence (P0AE70 whole entry, looked up): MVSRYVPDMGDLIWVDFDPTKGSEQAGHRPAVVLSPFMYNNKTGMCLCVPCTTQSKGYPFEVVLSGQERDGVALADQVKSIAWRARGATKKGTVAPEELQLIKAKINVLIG
# SSB-PriA inh: K. pneumoniae PriA-SSBct interaction inhibition | inhibition, % at 33 µM | AlphaScreen SSBct-PriA binding, biotinylated peptide | AID 1272365 | 430,000 tested, 0.6% active; in the data active = inhibition mostly above about 37%, no sharp cut-off; inactive = mostly below about 20%;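 also: plate controls were negative control peptide for no effect and reference peptide for full effect; strong numbers were not always called active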
# SARS 3CLpro inh: SARS-CoV 3CLpro protease inhibition | P0C6X7 | recombinant SARS-CoV 3CLpro, quenched FRET peptide cleavage | inhibition, % at 6 µM | 290,000 tested, 0.14% active; in the data active = inhibition above about 12%
# Yp Topo-I inh: Y. pestis Topo-I inhibition via cleavage products; Y. pestis Topo-I cleavage product accumulation, plate reader; activity, % at 10 µM; 360,000 tested, 0.064% active; AID 504884; in the data active = activity above about 50%, passing the limit was not always enough; also: inactives centre near 2
# TcdB GH inh: blocks C. difficile toxin B glycohydrolase activity; P18177; TcdB glycohydrolase enzymatic assay, plate reader; inhibition, % at 9.99 µM; 350,000 tested, 0.24% active; AID 652162; in the data active = inhibition above about 10%
# * hit, by the source's call; i = inactive; . = not tested or not shown; & = joins results of further samples.
SMILES,PrPC TRFRET,CCHFV vOTU inh,Rv3671c inh,Vc quorum ag,DUSP3 inh,MazEF act,SSB-PriA inh,SARS 3CLpro inh,Yp Topo-I inh,TcdB GH inh
CCNc1nc(OC)nc(SCC(N)=O)n1,-5,10,5,i,4,8,-11,-6,-2,.
CS(=O)(=O)c1ccc(Cl)c(NC(=O)CCCSc2ccccc2)c1,3,3,6,-10,16,7,4,0,28,3.6
Cc1ccc(N=N/C(=C\O)C(=O)c2ccncc2)cc1,-8,9,2,i,-23,2,.,3,3,.
Cc1ccc(C(=O)N2CCN(c3ccccc3)CC2)cc1S(=O)(=O)N1CCOCC1,6,-2,0,i,11,2,-9,0,22,-0.3
CCOC(=O)c1cnc2scnn2c1=O,1,-19,.,-0.7,3,2,-10,1,6,0.3
CCCc1cc2c(=O)c(-c3ccccn3)c(C)oc2cc1O,-5,1,-8,-0.5,2,0,0,-2,1,0.9
Cc1cc(C)c(/C=N/NC(=O)c2nnn(-c3nonc3N)c2CN2CCC(C)CC2)c(C)c1,6,0,-7,-0.3,41,22,.,-3,21,-0.1
CC(C)(O)c1cc2ccc(C#CCCN3C(=O)c4ccccc4C3=O)cc2c(=O)o1,-3,9,-5,i,.,-10,-4,.,-3,1.1
Fc1ccc(Cn2nnnc2C(c2ccc(Cl)cc2)N2CC=C(c3ccc(F)cc3)CC2)cc1 (configuration not stated),-2,-7,-29,-0.3,10,-8,-1,-1,23,0.9
COc1ccc(OC)c(N2C(=O)NC(=O)/C(=C\c3ccc([N+](=O)[O-])s3)C2=O)c1,-10,25,-1,0.2,-6,-15,13,4,-5,0.3
CC(C)Cn1c(SCC(=O)N2CCc3ccccc3C2)nc(O)cc1=O,4,5,1,i,.,-3,4,.,8,-0.4
Cc1ccc(S(=O)(=O)NCc2ccccn2)cc1C,-8,0,-10,i,-12,1,-11,-5,0,2.9
CCCCCCc1c(O)nc(SCC(=O)O)[nH]c1=O,1,0,5,0.1,4,8,-4,.,5,-0.6
O=C(CCCOC(=O)c1ccc(O)cc1)c1ccccc1,-1,7,-7,8.3,.,5,-16,.,13,0.7
C[C@H](NC(=O)c1nc[nH]c1C(=O)N1CCc2ccccc2C1)c1ccccc1,9,4,3,i,.,-3,-3,.,20,-0.6
Cc1nc(SCC(=O)NC2CCS(=O)(=O)C2)c2c(C)c(C)sc2n1 (configuration not stated),-6,2,-6,-2.5,.,-3,5,.,-1,2.7
Cc1nc2ccc(NC(=O)c3cc(S(=O)(=O)N4CCOCC4)ccc3C)cc2s1,17,-10,11,.,20,-2,-2,0,14,.
CCOC(=O)N/N=C(\c1ccccc1)C(O)c1ccccc1 (configuration not stated),4,2,-2,i,3,0,.,3,3,-0.1
CCOc1ccc(NS(=O)(=O)c2cc(Cl)ccc2OC)cc1,10,28,-5,.,21,-4,-9,-2,1,.
CN1CCN(C2=Cc3ccccc3Sc3cc(F)c(F)cc32)CC1,1,21,2,i,12,-3,18,2,-5,.
COc1ccc(C(=O)NC(=S)SCC(=O)O)cc1,-5,-6,11,-0.7,12,-4,1,-2,-4,1.3
N=c1n(CCOc2ccccc2)c2ccccc2n1CCN1CCOCC1,-1,-1,7,i,12,0,8,-8,3,.
CCOC(=O)N1CCN(c2c(NCCCN(C)c3ccccc3)c(=O)c2=O)CC1,-2,-6,3,0.0,29,6,6,0,-1,0.8
CC(Sc1nc(-c2ccccc2)cc(C(F)(F)F)n1)C(=O)N1CCCC1 (configuration not stated),-2,26,1,-0.3,16,7,-9,3,1,-0.1
COC(=O)c1ccccc1NC(=O)Cc1ccccc1OC,-2,3,-2,-0.3,31,-1,-3,-1,3,.

# Remaining list, next part
SMILES,PrPC TRFRET,CCHFV vOTU inh,Rv3671c inh,Vc quorum ag,DUSP3 inh,MazEF act,SSB-PriA inh,SARS 3CLpro inh,Yp Topo-I inh,TcdB GH inh
CCC(=O)Nc1nonc1-c1nc2ccccc2n1Cc1ccc(Cl)c(Cl)c1,.,.,.,i,.,-22,-6,.,-4,.
Cc1cc(=O)oc2cc(OC(C)C(=O)NC3CCCC3)ccc12 (configuration not stated),5,-9,-6,-0.3,-8,3,-4,-3,6,-0.9
Cn1c(=NN=Cc2ccccc2OCCO)sc2ccccc21,-20,24,.,-5.9,.,9,.,.,-1,0.3
COC(=O)c1cc(C(O)(C(=O)OC)C(F)(F)F)c(/N=C/N(C)C)s1 (configuration not stated),-3,14,-7,i,7,-4,.,-4,0,-0.5
CCC(=O)N(Cc1cc2cc(OC)ccc2[nH]c1=O)c1ccccc1OC,5,-9,.,-2.9,.,6,.,.,3,1.1
COc1cc2ccc(CC(N)=O)cc2cc1OC,-10,16,.,-0.7,.,11,.,.,-5,8.9
C[C@@H]1CN([C@H](C)CO)C(=O)CCCn2nncc2CO[C@H]1CN(C)S(=O)(=O)c1ccccc1,-4,-8,.,i,.,0,.,.,5,1.0&-2.6&0.9
O=C(Nc1ccc(CN2CCOCC2)cc1)c1cccs1,1,-5,-8,i,13,-2,-3,-1,-1,.
CCCCCn1c(=O)[nH]c2cc(C(=O)NCCCN3CCC(C)CC3)ccc2c1=O,-14,4,-2,-0.5,15,16,-5,0,-8,.
COc1ccc(S(=O)(=O)N2CCN(C3CCCCCCC3)CC2)cc1,2&8,10&-4,10,-0.2,-16&-6,-1&4,4,0&-3,21&30,2.1
COc1ccc(C(=O)N2CCN(CCc3ccccn3)CC2)cc1,-2,-13,-3,-0.6,-29,1,-9,0,-7,5.3
O=C(O)c1ccc(S(=O)(=O)NC2CC2)cc1,4,-13,8,0.7,1,9,-6&-7,1,4,1.5
CCOCCOC(=O)c1[nH]c2c(c1C)C(=O)CC(c1cccs1)C2 (configuration not stated),9,6,-9,-0.4,20,7,-8,0,6,-0.6
CN1CCN(CC#CC2(O)CCCCC2)CC1,-2,12,-3,i,4,11,-15,4,9,1.7
N/C(=N\N=C\c1cccc([N+](=O)[O-])c1)c1nonc1N,-22,17,-1,-0.6,4,7,.,-4,-6,1.0
Cc1ccccc1NC(=S)N(CCN(C)C)C(C)c1cccnc1 (configuration not stated),-1,2,0,-0.2,8,5,-6,2,-3,1.4
COc1ccccc1C(=O)C1Nc2ccccc2-c2nnc(SC)nc2O1 (configuration not stated),-10,7,-16,-12,13,6,-12,0,-7,.
C[C@H]1CN([C@@H](C)CO)C(=O)c2cccc(NC(=O)c3cnccn3)c2O[C@@H]1CN(C)C(=O)Nc1ccc2c(c1)OCO2,8,1,4,-0.3,.,1,10,.,3,-0.7&-0.3
NC(=O)c1cccc2cc3ccccc3cc12,-14,-118,-11,-0.5,14,10,-4,5,2,-0.9
O=C(NCCCN1CCOCC1)C1CCC(=O)N1CCc1ccccc1 (configuration not stated),6,1,7,.,38,1,-4,1,0,-8.0
O=C(NC(=S)Nc1cnc2ccccc2c1)c1ccccc1,15,-4,-4,-0.5,5,2,-4,1,-3,0.6
O=C(NCc1ccccc1Br)c1ccco1,-1,1,-2,-0.3,-1,4,-1,-2,-1,.
CC(c1nnnn1C1CCCCC1)N(Cc1ccccc1)Cc1cccnc1 (configuration not stated),6,17,-3,i,13,6,-1,3,33,.
CCOC(=O)C1(Cc2ccccc2C(F)(F)F)CCN(C2CCN(C(C)C)CC2)CC1,-9,0,-2,i,15,3,-7,2,-1,0.5
CN(C(=S)Nc1ccc(Oc2ccccc2)cc1)c1ccc(O)cc1,1,30*,-44,-0.2,-4,-1,26,-1,6,.

# Full records as entered above.
# Profile of Fc1ccc(Cn2nnnc2C(c2ccc(Cl)cc2)N2CC=C(c3ccc(F)cc3)CC2)cc1 (configuration not stated) : PrPC TRFRET: -2; CCHFV vOTU inh: -7; Rv3671c inh: -29; Vc quorum ag: -0.3; DUSP3 inh: 10; MazEF act: -8; SSB-PriA inh: -1; SARS 3CLpro inh: -1; Yp Topo-I inh: 23; TcdB GH inh: 0.9
# Profile of C[C@H](NC(=O)c1nc[nH]c1C(=O)N1CCc2ccccc2C1)c1ccccc1 : PrPC TRFRET: 9; CCHFV vOTU inh: 4; Rv3671c inh: 3; Vc quorum ag: i; DUSP3 inh: .; MazEF act: -3; SSB-PriA inh: -3; SARS 3CLpro inh: .; Yp Topo-I inh: 20; TcdB GH inh: -0.6

# Part of the list above, field by field.
Molecule: CCOCCOC(=O)c1[nH]c2c(c1C)C(=O)CC(c1cccs1)C2 (configuration not stated)
  PrPC TRFRET: 9	CCHFV vOTU inh: 6	Rv3671c inh: -9	Vc quorum ag: -0.4	DUSP3 inh: 20	MazEF act: 7	SSB-PriA inh: -8	SARS 3CLpro inh: 0	Yp Topo-I inh: 6	TcdB GH inh: -0.6

Molecule: CN1CCN(CC#CC2(O)CCCCC2)CC1
  PrPC TRFRET: -2	CCHFV vOTU inh: 12	Rv3671c inh: -3	Vc quorum ag: i	DUSP3 inh: 4	MazEF act: 11	SSB-PriA inh: -15	SARS 3CLpro inh: 4	Yp Topo-I inh: 9	TcdB GH inh: 1.7

Molecule: N/C(=N\N=C\c1cccc([N+](=O)[O-])c1)c1nonc1N
  PrPC TRFRET: -22	CCHFV vOTU inh: 17	Rv3671c inh: -1	Vc quorum ag: -0.6	DUSP3 inh: 4	MazEF act: 7	SSB-PriA inh: .	SARS 3CLpro inh: -4	Yp Topo-I inh: -6	TcdB GH inh: 1.0

Molecule: Cc1ccccc1NC(=S)N(CCN(C)C)C(C)c1cccnc1 (configuration not stated)
  PrPC TRFRET: -1	CCHFV vOTU inh: 2	Rv3671c inh: 0	Vc quorum ag: -0.2	DUSP3 inh: 8	MazEF act: 5	SSB-PriA inh: -6	SARS 3CLpro inh: 2	Yp Topo-I inh: -3	TcdB GH inh: 1.4

# (continued)
SMILES,PrPC TRFRET,CCHFV vOTU inh,Rv3671c inh,Vc quorum ag,DUSP3 inh,MazEF act,SSB-PriA inh,SARS 3CLpro inh,Yp Topo-I inh,TcdB GH inh
CCC(C)(NC(=O)Cc1c[nH]c2ccccc12)C(=O)NC1CCCCC1 (configuration not stated),5,-2,2,-0.6,-4,-11,-1,-3,-5,0.9
CCN1CCN(C(=S)NC(=O)c2cc(OC)c(OC)c(OC)c2)CC1,-7,3,2,i,.,0,-2,.,5,7.9
Cc1ccc(-c2cc(C(=O)N/N=C/C=C/c3ccccc3)n[nH]2)s1,-1,13,-70,i,-7,-1,.,4,27,2.2
CC1CC(=O)N(CC(=O)Nc2ccc3c(c2)OCCO3)c2ccccc2S1 (configuration not stated),-9,-6,-12,0.3,0,11,5,-4,-5,1.5
COc1cc(C(=O)NCCSc2ccc(F)cc2)cc(OC)c1OC,5,-6,-6,-0.5,10,7,3,-2,7,1.5
CCOC(=O)C1=C(C)NC2(O)c3ccccc3C(=O)C12O (configuration not stated),0,10,-49,-0.6,11,0,0,-1,0,.
Cc1cc([N+](=O)[O-])nn1CC(=O)NCc1cccs1,-12,9,-3,-0.6,20,-6,-11&-3,5,-2,.
Cc1cc(C)cc(NC(=S)NC(=O)Cc2ccccc2)c1,10,-1,-9,-0.5,.,10,-15,.,9,1.8
O=C(CN1C(=O)NC2(CCCCCC2)C1=O)Nc1ccccc1[N+](=O)[O-],-12,2,-3,.,.,2,-8,.,4,0.9
Cc1cc(/C=C2\SC(=S)NC2=O)c(C)n1-c1ccc(O)cc1,-8,7,-8,6.9,4,-55,-4,3,-3,-0.5
O=C1C=C(c2ccccc2)OC2(CCCC2)O1,-6,-2,3,.,-24,2,-13,0,4,.
COc1cc(OC)c(NC(=O)CC(=O)Nc2cc(Cl)c(OC)cc2OC)cc1Cl,2,1,-2,0.7,18,16,1,4,5,-0.6
COc1ccccc1N(CC1CO1)S(=O)(=O)c1ccccc1 (configuration not stated),0,16,-2,-0.2,-8,6,1,-1,-9,-2.3

# This is a subset (hit frequency here may not be typical).
